DSG3 Ab inh = blocks pemphigus antibody binding to human desmoglein-3. P32926. DSG3-coupled beads, scFv-anti-DSG3-GFP binding, flow cytometry; active compounds read low. binding (percent of control), % at 10 µM. hit rate 0.48% among 310,000. AID 588358;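 active means binding more than 3 SD below its plate's average and above zero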;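 further: hits lower antibody fragment binding to DSG3; some compounds called inactive have numbers as strong as hits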
Arr AP2 block = inhibitors of human beta-arrestin and AP2 interaction. FITC-arrestin peptide / GST-AP2 beads, flow cytometry; AP2 beta2 appendage carries R879A mutation. inhibition, % at 10 µM. hit rate 0.31% among 340,000;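 active means inhibition above a set limit, near 3 SD of compounds lacking own fluorescence, cut at about 54% in these data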;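 further: plate controls were DMSO wells for no effect and 5 µM unlabelled arrestin peptide for full effect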
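system = GST-tagged AP2 beta2-adaptin appendage (R879A) on 4 µm glutathione beads | reagent = FITC-labelled arrestin peptide probe, 50 nM final | schedule = compound with beads 12 min RT, then probe 1 h RT | signal = HyperCyt-sampled flow cytometry, FL1 channel, ex 488/em 535 nm | read-out = percent response from loss of bead-bound FITC fluorescence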
Mot1-301 SUMO = blocks SUMOylation pathway, rescuing yeast Mot1-301 growth; S. cerevisiae Mot1-301 growth rescue, ATP luminescence, 38.5C; percent above DMSO median, 100 means doubled; growth rescue, % at 18.8 µM; hit rate 1% among 320,000; AID 2716;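 active means every valid replicate shows activation above 250% relative to neutral control wells; inactive means the rest, any valid replicate at or below 250%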;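 further: OY570 slx delta 5 strain wells were the positive control but not used for scaling; some compounds called inactive have numbers as strong as hits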
NSD2 inh = NSD2 (human) methyltransferase inhibition; NSD2 peptide methylation, AlphaScreen, 120 min; hit rate 0.54% among 310,000; inhibition, % at 12.5 µM; O96028; AID 743445; in the data active means inhibition above about 50%
Target sequence (O96028 whole entry, looked up): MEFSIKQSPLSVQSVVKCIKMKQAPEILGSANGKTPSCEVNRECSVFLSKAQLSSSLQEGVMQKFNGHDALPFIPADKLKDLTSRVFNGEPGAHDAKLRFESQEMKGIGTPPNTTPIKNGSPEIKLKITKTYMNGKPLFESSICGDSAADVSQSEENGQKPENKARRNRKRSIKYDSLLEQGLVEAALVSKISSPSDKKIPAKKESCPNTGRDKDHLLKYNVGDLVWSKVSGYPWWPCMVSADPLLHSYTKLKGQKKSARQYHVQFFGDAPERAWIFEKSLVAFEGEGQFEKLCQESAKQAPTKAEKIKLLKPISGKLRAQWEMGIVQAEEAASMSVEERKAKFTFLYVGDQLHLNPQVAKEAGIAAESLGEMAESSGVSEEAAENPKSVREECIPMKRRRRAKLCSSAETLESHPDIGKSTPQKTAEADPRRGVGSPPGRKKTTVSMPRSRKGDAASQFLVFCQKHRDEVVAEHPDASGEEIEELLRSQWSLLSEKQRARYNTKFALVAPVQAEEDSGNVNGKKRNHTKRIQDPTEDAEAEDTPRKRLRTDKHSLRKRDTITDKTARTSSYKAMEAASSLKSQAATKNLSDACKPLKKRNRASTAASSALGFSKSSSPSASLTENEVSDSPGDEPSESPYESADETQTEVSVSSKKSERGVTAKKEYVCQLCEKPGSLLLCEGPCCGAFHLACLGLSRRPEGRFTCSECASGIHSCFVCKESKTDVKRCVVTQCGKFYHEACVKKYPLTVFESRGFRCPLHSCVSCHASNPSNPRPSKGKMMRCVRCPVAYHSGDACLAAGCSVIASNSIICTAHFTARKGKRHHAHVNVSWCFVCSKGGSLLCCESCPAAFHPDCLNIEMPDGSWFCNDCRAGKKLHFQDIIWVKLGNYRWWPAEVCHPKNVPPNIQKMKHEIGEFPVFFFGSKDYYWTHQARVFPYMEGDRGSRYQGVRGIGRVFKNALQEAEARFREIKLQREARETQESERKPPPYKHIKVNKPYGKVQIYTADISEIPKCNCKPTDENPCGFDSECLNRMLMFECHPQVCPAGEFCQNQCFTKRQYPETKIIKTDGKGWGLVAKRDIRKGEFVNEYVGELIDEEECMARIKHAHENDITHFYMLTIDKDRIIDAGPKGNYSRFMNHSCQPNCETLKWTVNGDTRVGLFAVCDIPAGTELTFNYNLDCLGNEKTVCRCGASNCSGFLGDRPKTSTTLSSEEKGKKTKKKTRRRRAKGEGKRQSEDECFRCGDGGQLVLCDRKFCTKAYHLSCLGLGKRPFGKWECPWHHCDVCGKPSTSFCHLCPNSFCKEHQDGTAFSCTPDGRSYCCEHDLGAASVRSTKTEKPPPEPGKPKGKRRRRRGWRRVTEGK
MITF act = increases MITF-driven TRPM1 promoter luciferase signal. SK-MEL-5 TRPM1-promoter luciferase, 24 h; % of positive control, neutral wells = 0. activation, % at 12.5 µM. hit rate 0.75% among 300,000. AID 588334;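 active means mean activation of at least 80% with every replicate also reaching 80%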;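 further: 0% = neutral control wells and 100% = parthenolide positive control wells; values of inactives mirror those of a sister screen read the other way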
dFosB activator = mouse delta FosB homodimer activation; hit rate 0.99% among 340,000; P13346; AID 493131; activation, % at 25 µM; purified delta FosB, TAMRA-CDK5 oligo fluorescence polarization; percent of positive-control signal above neutral wells;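 active means mean activation above about 17%, with every replicate also reaching it, limit read from the data, passing the limit was not always enough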;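 further: fluorescence polarization rise as delta FosB binds a TAMRA Cdk5 AP-1 oligo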
PKA-R1A act = activators of PKA-R1A complex | P00514+P68181 | PKA-R1A dissociation, Cy5-IP20 fluorescence polarization; scaled: DMSO 0%, 113 µM cGMP 100% | activation, % at 11.4 µM | hit rate 0.083% among 340,000 | AID 504707;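 active means percent activation above the mean of all tested compounds plus 3 SD, cut at about 19% in these data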;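 further: higher means more PKAc released from R1A so a rise in polarization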
SR-BI uptake up = SR-BI HDL lipid transfer activation; activation, % at 12.5 µM; hit rate 0.096% among 320,000; CHO ldlA[mSR-BI] cells, DiI-HDL uptake fluorescence, 3 h; 100 = double the neutral-control signal;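 active means mean replicate activation of at least 60% and every replicate at or above 60%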;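 further: 0% = median plate neutral-control signal and 100% = twice that signal; values of inactives mirror those of a sister screen read the other way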
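Test system: SR-BI-overexpressing, LDLR-lacking CHO cells; Medium: Ham's F12 with 0.5% BSA, HEPES 25 mM, pH 7.4; Schedule: 3 h, 37 °C; Technique: bottom-read fluorescence, 550/595 nm.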
SR-BI DiI inh = mouse SR-BI HDL lipid transfer inhibition. Q61009. ldlA[mSR-BI] CHO cells, DiI-HDL uptake fluorescence, 3 h. inhibition, % at 12.5 µM. hit rate 0.96% among 320,000. AID 488896;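 active means mean replicate inhibition of at least 70% and a set share of replicates each scoring 70 or more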;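 further: 0% = median of neutral control wells and 100% = median of positive control wells; values of inactives mirror those of a sister screen read the other way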
CDK5 p35 inh = CDK5/p35 (human) kinase inhibition; inhibition, % at 10 µM; AID 488839; Recombinant CDK5/p35, ADP-Glo luminescence, 60 min; Q00535+Q15078; hit rate 0.01% among 330,000;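 active means highest replicate inhibition of at least 50% and at least 75% of replicates reaching 50%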;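 further: plate controls were DMSO neutral control for no effect and GW8510 at 10 µM for full effect; many of its hits are not listed in these tables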
PKA-R2B activ = activates the human PKA-R2B holoenzyme complex; PKA-R2B holoenzyme dissociation, Cy5-IP20 fluorescence polarization; R2B truncated from residue 108, S112A mutant; 0% DMSO only, 100% 113 µM cGMP; AID 504700; hit rate 0.079% among 340,000; P22694+P31323; activation, % at 11.4 µM;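 active means activation above a cutoff set at the mean over all compounds plus 3 SD, cut at about 18% in these data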;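 further: higher means more holoenzyme dissociation and a rise in polarization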
Starred values were filed as active, the others as inactive.

How did COCC1CCN(Cc2cn(C)nc2-c2cccc(Cl)c2)C1 (centres undefined) do in these assays?
DSG3 Ab inh: 96; Arr AP2 block: -1; Mot1-301 SUMO: 8; NSD2 inh: 1; MITF act: 10; dFosB activator: -4; PKA-R1A act: 4; SR-BI uptake up: 5; SR-BI DiI inh: -5; CDK5 p35 inh: -0.5; PKA-R2B activ: 6

Results for O=c1cc(CNc2cc(C(F)(F)F)cc(C(F)(F)F)c2)nc2sccn12 ?
DSG3 Ab inh: 124; Arr AP2 block: 30; Mot1-301 SUMO: -8; NSD2 inh: -3; MITF act: 8; dFosB activator: -5; PKA-R1A act: -7; SR-BI uptake up: -50; SR-BI DiI inh: 50; CDK5 p35 inh: 0.3; PKA-R2B activ: -7

How did CCCCN(C(=O)CSc1nncn1-c1ccccc1OC)c1c(N)n(Cc2ccccc2)c(=O)[nH]c1=O do in these assays?
DSG3 Ab inh: 103; Arr AP2 block: 6; Mot1-301 SUMO: 60; MITF act: -12; dFosB activator: -6; PKA-R1A act: -6; SR-BI uptake up: -32; SR-BI DiI inh: 32; CDK5 p35 inh: 0.7; PKA-R2B activ: -1

Results for c1ccc(Cn2nnnc2C(c2cccnc2)N2CCN(C3CCCCC3)CC2)cc1 (centres undefined) ?
DSG3 Ab inh: 100; Arr AP2 block: 6; Mot1-301 SUMO: -13; MITF act: 5; dFosB activator: 1; PKA-R1A act: -8; SR-BI uptake up: 23; SR-BI DiI inh: -23; CDK5 p35 inh: 0.7; PKA-R2B activ: 2

How did Oc1cccc(C(=S)N2CCN(Cc3ccccc3)CC2)c1 do in these assays?
DSG3 Ab inh: 100; Arr AP2 block: 2; dFosB activator: -5; PKA-R1A act: 8; SR-BI uptake up: 6; SR-BI DiI inh: -6; CDK5 p35 inh: 1.1; PKA-R2B activ: -10

How did CCOc1ccc(NC(=O)CN(C)C(=O)c2c(-c3ccccc3Cl)noc2C)cc1OCC do in these assays?
DSG3 Ab inh: 103; Arr AP2 block: 9; Mot1-301 SUMO: -10; NSD2 inh: 1; MITF act: 10; dFosB activator: -9; PKA-R1A act: 2; SR-BI uptake up: -64; SR-BI DiI inh: 64; CDK5 p35 inh: -1.0; PKA-R2B activ: -13

What do the screens show for `CSC1=NCCN1C(=O)c1ccc(S(=O)(=O)N2CCCC2)cc1`?
Arr AP2 block: 31; Mot1-301 SUMO: 29; MITF act: -4; dFosB activator: 3; PKA-R1A act: 5; CDK5 p35 inh: 2.4; PKA-R2B activ: 4

Results for O=C(Nc1ccccc1)N(Cc1ccccc1)Cc1ccccc1 ?
DSG3 Ab inh: 98; Arr AP2 block: -8; NSD2 inh: -2; MITF act: 6; dFosB activator: -4; PKA-R1A act: -5; SR-BI uptake up: 10; SR-BI DiI inh: -10; CDK5 p35 inh: -4.9; PKA-R2B activ: -6

Results for COCCNC(=O)c1ccc(N2CC3CC(C2)c2cccc(=O)n2C3)c(NC(=O)c2ccc(F)cc2)c1 (centres undefined) ?
DSG3 Ab inh: 96; Arr AP2 block: 2; Mot1-301 SUMO: -12; NSD2 inh: 7; MITF act: 6; dFosB activator: 4; PKA-R1A act: -2; SR-BI uptake up: 22; SR-BI DiI inh: -22; CDK5 p35 inh: 0.9; PKA-R2B activ: -4

How did CCc1nc(N[C@H](C(=O)O)C(C)C)c2oc3ccccc3c2n1 do in these assays?
DSG3 Ab inh: 89; Arr AP2 block: -3; Mot1-301 SUMO: -7; NSD2 inh: -8; MITF act: -1; dFosB activator: -3; PKA-R1A act: -13; CDK5 p35 inh: 0.6; PKA-R2B activ: 0

Results for CC1=C(SCCC#N)S/C(=C2\SC(C)=C(SCCC#N)S2)S1 ?
DSG3 Ab inh: 94; Arr AP2 block: -2; Mot1-301 SUMO: -24; MITF act: -18; dFosB activator: 1; PKA-R1A act: -6; SR-BI uptake up: -51; SR-BI DiI inh: 51; CDK5 p35 inh: 1.4; PKA-R2B activ: -4

What do the screens show for `COc1c2ccoc2c(OC(C)=O)c2oc(C)cc(=O)c12`?
DSG3 Ab inh: 99; Arr AP2 block: 4; Mot1-301 SUMO: 1; NSD2 inh: 1; MITF act: -1; dFosB activator: -8; PKA-R1A act: -8; CDK5 p35 inh: -1.7; PKA-R2B activ: -3

How did CC(=O)N1CCc2cc(S(=O)(=O)CCC(=O)NCc3ccc4c(c3)OCO4)ccc21 do in these assays?
DSG3 Ab inh: 99; Arr AP2 block: 10; Mot1-301 SUMO: 9; dFosB activator: 1; PKA-R1A act: -2; SR-BI uptake up: 25; SR-BI DiI inh: -25; CDK5 p35 inh: -2.8; PKA-R2B activ: -6

How did Cc1cc(=O)[nH]c(SCC(=O)c2ccc(C(C)C)cc2)n1 do in these assays?
DSG3 Ab inh: 115; Arr AP2 block: 0; Mot1-301 SUMO: -4; MITF act: 18; dFosB activator: -13; PKA-R1A act: 3; SR-BI uptake up: 10; SR-BI DiI inh: -10; CDK5 p35 inh: -2.5; PKA-R2B activ: -3

Results for COC(=O)c1cc(Nc2cc(C)c3c(O)cccc3n2)cc(C(=O)OC)c1 ?
DSG3 Ab inh: 95; Arr AP2 block: 7; Mot1-301 SUMO: 3; NSD2 inh: -1; MITF act: 18; dFosB activator: 12; PKA-R1A act: -7; CDK5 p35 inh: -0.2; PKA-R2B activ: -1

Filtered by structure: the entries above containing a Cl atom (2)
How did COCC1CCN(Cc2cn(C)nc2-c2cccc(Cl)c2)C1 (centres undefined) do in these assays?
DSG3 Ab inh: 96; Arr AP2 block: -1; Mot1-301 SUMO: 8; NSD2 inh: 1; MITF act: 10; dFosB activator: -4; PKA-R1A act: 4; SR-BI uptake up: 5; SR-BI DiI inh: -5; CDK5 p35 inh: -0.5; PKA-R2B activ: 6

How did CCOc1ccc(NC(=O)CN(C)C(=O)c2c(-c3ccccc3Cl)noc2C)cc1OCC do in these assays?
DSG3 Ab inh: 103; Arr AP2 block: 9; Mot1-301 SUMO: -10; NSD2 inh: 1; MITF act: 10; dFosB activator: -9; PKA-R1A act: 2; SR-BI uptake up: -64; SR-BI DiI inh: 64; CDK5 p35 inh: -1.0; PKA-R2B activ: -13

Going on with the list:
What do the screens show for `CSc1ncccc1C(=O)N1CCCC(C(=O)c2cc(F)ccc2F)C1` (centres undefined)?
DSG3 Ab inh: 102; Arr AP2 block: 3; Mot1-301 SUMO: -7; NSD2 inh: 1; MITF act: -7; dFosB activator: -7; PKA-R1A act: 5; CDK5 p35 inh: 1.6; PKA-R2B activ: -8

How did CC1Cc2ccccc2N1CC(=O)NC(=O)NCc1ccccc1 (centres undefined) do in these assays?
DSG3 Ab inh: 107; Arr AP2 block: 37; Mot1-301 SUMO: -5; NSD2 inh: 1; MITF act: -23; dFosB activator: 0; PKA-R1A act: -4; SR-BI uptake up: 4; SR-BI DiI inh: -4; CDK5 p35 inh: 1.1; PKA-R2B activ: -8

Results for CCc1nc2nc(C)c(NS(=O)(=O)c3ccc(Cl)cc3)c(=O)n2[nH]1 ?
DSG3 Ab inh: 101; Arr AP2 block: 49; Mot1-301 SUMO: -16; NSD2 inh: 3; MITF act: 2; dFosB activator: 2; PKA-R1A act: 1; CDK5 p35 inh: -0.5; PKA-R2B activ: 4

Results for CC1(C)CC(NC(=O)c2ccc(Cl)cc2)CC(C)(C)N1 ?
DSG3 Ab inh: 108; Arr AP2 block: 5; Mot1-301 SUMO: 243; NSD2 inh: -5; MITF act: 6; dFosB activator: -7; PKA-R1A act: -1; SR-BI uptake up: -2; SR-BI DiI inh: 2; CDK5 p35 inh: -1.0; PKA-R2B activ: -1

How did COc1ccc(C(Nc2ccccn2)c2c(NC(=O)c3ccco3)sc(C)c2C)cc1OC (centres undefined) do in these assays?
DSG3 Ab inh: 96; Arr AP2 block: 20; Mot1-301 SUMO: -7; NSD2 inh: 2; MITF act: 6; dFosB activator: -5; PKA-R1A act: -3; SR-BI uptake up: 8; SR-BI DiI inh: -8; CDK5 p35 inh: 0.2; PKA-R2B activ: 3

Results for Cc1ccc(NC(=O)Nc2ccc(F)c(Cl)c2)cc1 ?
DSG3 Ab inh: 100; Arr AP2 block: 2; Mot1-301 SUMO: -16; MITF act: 65; dFosB activator: -14; PKA-R1A act: 5; CDK5 p35 inh: -0.7; PKA-R2B activ: 13

How did Cc1cc(C)c(NC(=O)COc2ccccc2C(=O)Nc2ccc3c(c2)oc2ccccc23)c(C)c1 do in these assays?
DSG3 Ab inh: 65; Arr AP2 block: -2; Mot1-301 SUMO: -5; NSD2 inh: -9; MITF act: -5; dFosB activator: 1; PKA-R1A act: -5; SR-BI uptake up: -43; SR-BI DiI inh: 43; CDK5 p35 inh: -1.2; PKA-R2B activ: -3

Results for c1ccc(-c2ccc(OCCCNC3CCCC3)cc2)cc1 ?
DSG3 Ab inh: 104; Arr AP2 block: 2; Mot1-301 SUMO: 28; NSD2 inh: 13; MITF act: 13; dFosB activator: 14; SR-BI uptake up: -7; SR-BI DiI inh: 7; CDK5 p35 inh: 0.5

How did Cc1c(N(C(=O)c2cc(=O)[nH]c3ccccc23)C(C)C)c(=O)n(-c2ccccc2)n1C do in these assays?
DSG3 Ab inh: 103; Arr AP2 block: 9; Mot1-301 SUMO: -23; NSD2 inh: -1; MITF act: -7; dFosB activator: 0; PKA-R1A act: -1; SR-BI uptake up: 6; SR-BI DiI inh: -6; CDK5 p35 inh: 2.2; PKA-R2B activ: -7

What do the screens show for `COc1ccc(S(=O)(=O)N2CCC(C(=O)NCCN3CCOCC3)CC2)cc1`?
DSG3 Ab inh: 107; Arr AP2 block: 19; Mot1-301 SUMO: -13; NSD2 inh: 1; MITF act: 9; dFosB activator: -10; PKA-R1A act: 6; SR-BI uptake up: 5; SR-BI DiI inh: -5; CDK5 p35 inh: 0.7; PKA-R2B activ: 9

Screening results (PubChem BioAssay)
